High-throughput results as filed in PubChem.
IL1B NFkB inh: blocks IL-1B driven NFkB nuclear translocation in HUVEC cells; AID 796; HUVEC IL-1B NFkB p65 nuclear translocation imaging; inhibition, % at 2 µM; actives 0.43% (n = 94,000);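 active means inhibition above about 30% together with a positive call from visual inspection of the well image, limit read from the data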;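 further: nuclear over cytoplasmic p65 intensity ratio measured by imaging; 0% = IL-1B stimulated DMSO wells and 100% = unstimulated DMSO wells; values of inactives mirror those of a sister screen read the other way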
Bcl-B displacement: displacers of TR3 peptide from Bcl-B, primary screen, selectivity assay for Bfl-1 inhibitor project, biochemical, fluorescence polarization; FP displacement of FITC-TR3 peptide from Bcl-B; higher % means a stronger effect; one-dose displacement, % at 20 µM; IC50 in µM for titrated hits; actives 0.11% (n = 96,000);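 active means displacement above 50% at 20 µM plus a fluorescence interference ratio under 1.5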;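 further: plate controls were wells without compound for no effect and wells lacking Bcl-B protein for full effect; a part of the inactive calls stands beside numbers as strong as those of hits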
MRP resist rev: reverses drug resistance mediated by MRP; H69AR cells + 2 uM doxorubicin, CellTiter-Glo, 72 h; differential viability (reversal), % at 10 µM; actives 0.04% (n = 85,000); AID 602;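 active means viability drop by adding the cancer drug above about 55%, with treated viability meeting a 40% cutoff, limit read from the data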;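 further: viability without doxorubicin minus viability with 2 µM doxorubicin for each compound; larger differential means the compound sensitizes cells more to doxorubicin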
IL1B NFkB pot: enhances IL-1B driven NFkB nuclear translocation. HUVEC IL-1B NFkB p65 nuclear translocation imaging. activation, % at 2 µM. actives 0.3% (n = 94,000);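 active means activation above 40%, about the mean plus 3 SD, also judged a hit on visual image review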;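 further: percent activation is computed from the nuclear over cytoplasmic p65 intensity ratio; values of inactives mirror those of a sister screen read the other way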
PLAP inhibition: PLAP enzyme inhibitors, biochemical, luminescence, HTS (AID 690). actives 0.08% (n = 96,000). purified PLAP, luminescent substrate; higher % means a stronger effect. inhibition, % at 20 µM; hits with a dose series show IC50 in µM; in the data active means a potency from the dose series; inactive means the rest, 99 in 100 with inhibition below about 30%; further: strong numbers were not always called active
MRP resist rev cytotoxicity: recorded beside MRP resist rev, whose call it bears; viability, %; H69AR cells, CellTiter-Glo, 72 h; measured here: cytotoxicity without doxorubicin
MRP resist rev with doxorubicin: also measured in MRP resist rev; calls as there; viability, %; measured here: viability with 2 uM doxorubicin; active compounds read low
IL1B NFkB inh cell count 2 µM: also measured in IL1B NFkB inh; calls as there; cell count; measured here: cells passing quality filter;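 raw number of nuclei counted in each imaged well without normalization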
IL1B NFkB pot cell count 2 µM: recorded beside IL1B NFkB pot, whose call it bears; cell count; measured here: cells passing quality filter
* marks the source's active call; other numbers are inactive results; nt = no result given. An excerpt. The share of hits here may be higher or lower than overall.

SMILES	IL1B NFkB pot	IL1B NFkB pot cell count 2 µM	IL1B NFkB inh	IL1B NFkB inh cell count 2 µM	Bcl-B displacement	PLAP inhibition	MRP resist rev with doxorubicin	MRP resist rev cytotoxicity	MRP resist rev
O=S(=O)(c1ccccc1)c1nc(-c2ccco2)oc1NCc1ccco1	-10	119	10	119	3%	14%	90	89	-1
Cc1ccccc1-n1c(C)nnc1SCc1nc2ccccc2s1	28	157	-28	157	-23%	18%	85	90	4
C/C(=N/NC(=O)c1ccccc1O)c1ccc(N2C(=O)C3CCCCC3C2=O)cc1 (configuration not stated)	5	145	-5	145	5%	-4%	nt	nt	nt
CCOc1ccc(N(C(=O)/C=C/C(=O)Nc2cc(C)on2)C(C(=O)NC2CCCC2)c2ccccc2C)cc1 (configuration not stated)	-1	156	1	156	4%	-32%	nt	nt	nt
CC(=O)Nc1cccc(OCC(O)Cn2c(C)nc3ccccc32)c1 (configuration not stated)	-6	150	6	150	nt	nt	94	100	6
Cc1ccccc1N1CC(=O)N(c2ccccc2C)CC1=O	-7	180	7	180	12%	17%	80	97	17
c1ccc(-c2noc(-c3ccc4ccccc4c3)n2)nc1	nt	nt	nt	nt	7%	15%	102	81	-21
CC(C)(C)C(=O)/C=c1\[nH]c(=O)/c(=C\c2ccc(C#N)cc2)s1	19	209	-19	209	-14%	-9%	86	59	-26
CCc1cc2ccc(OC)cc2nc1SCC(=O)Nc1cc(C)on1	-4	156	4	156	-9%	14%	55	48	-7
CCN(CC)C(=O)CSc1nc(O)c(Cc2ccccc2)c(=O)n1-c1ccccc1	2	172	-2	172	-3%	-5%	120	95	-25
Cc1nnc(N(C)C(=O)c2ccccn2)s1	2	43	-2	43	3%	-8%	107	97	-11
Cn1c(=O)cc(SCC(=O)Nc2ccccn2)c2ccccc21	-6	161	6	161	8%	7%	105	103	-2
C=CCc1cc(OC)ccc1OCC(O)CN1CCN(c2ccc(OC)cc2)CC1 (configuration not stated)	9	145	-9	145	-5%	-56%	78	77	0
Cn1c2c(c(=O)n(C)c1=O)C(c1ccccc1Cl)CC(=O)N2 (configuration not stated)	-8	162	8	162	5%	13%	nt	nt	nt
CCCCNC(c1ccccc1)c1ccncc1 (configuration not stated)	4	167	-4	167	-2%	6%	86	94	8
CN(C)C(=O)CN(c1ccc2c(c1)OCO2)S(C)(=O)=O	9	62	-9	62	2%	-12%	90	78	-12
COc1ccc(OCC(=O)N2CCN(C(=O)COc3ccc(Br)cc3)CC2)cc1	0	171	0	171	-7%	-20%	27	28	1
O=C(COC(=O)c1ccco1)NCC1CCCO1 (configuration not stated)	9	134	-9	134	2%	5%	95	98	3
CCCCOC(=O)C(C#N)c1nc2ccccc2nc1N1CCN(Cc2ccc3c(c2)OCO3)CC1 (configuration not stated)	7	98	-7	98	9%	-1%	79	85	6
CCCCc1ccc(-c2csc(/C(C#N)=C\c3ccc(C)o3)n2)cc1	-2	127	2	127	-174%	5%	nt	nt	nt
O=C(NCc1cccnc1)C1CCCN(S(=O)(=O)c2ccc(Cl)cc2)C1 (configuration not stated)	10	112	-10	112	-8%	-39%	83	95	12
CCCn1c(SCC(=O)N2CCCc3ccccc32)nnc1-c1ccco1	-14	78	14	78	-2%	11%	75	93	17
Cc1ccc(C(=O)NCCn2cc(SCC(=O)Nc3cc(C)on3)c3ccccc32)cc1	nt	nt	nt	nt	-1%	29%	nt	nt	nt
CCOC(=O)Cc1csc(NC(=O)c2cccs2)n1	nt	nt	nt	nt	-1%	-5%	93	96	3

A run of entries from the list above, as a working copy:
SMILES	IL1B NFkB pot	IL1B NFkB pot cell count 2 µM	IL1B NFkB inh	IL1B NFkB inh cell count 2 µM	Bcl-B displacement	PLAP inhibition	MRP resist rev with doxorubicin	MRP resist rev cytotoxicity	MRP resist rev
c1ccc(-c2noc(-c3ccc4ccccc4c3)n2)nc1	nt	nt	nt	nt	7%	15%	102	81	-21
CC(C)(C)C(=O)/C=c1\[nH]c(=O)/c(=C\c2ccc(C#N)cc2)s1	19	209	-19	209	-14%	-9%	86	59	-26
CCc1cc2ccc(OC)cc2nc1SCC(=O)Nc1cc(C)on1	-4	156	4	156	-9%	14%	55	48	-7
CCN(CC)C(=O)CSc1nc(O)c(Cc2ccccc2)c(=O)n1-c1ccccc1	2	172	-2	172	-3%	-5%	120	95	-25
Cc1nnc(N(C)C(=O)c2ccccn2)s1	2	43	-2	43	3%	-8%	107	97	-11
Cn1c(=O)cc(SCC(=O)Nc2ccccn2)c2ccccc21	-6	161	6	161	8%	7%	105	103	-2
C=CCc1cc(OC)ccc1OCC(O)CN1CCN(c2ccc(OC)cc2)CC1 (configuration not stated)	9	145	-9	145	-5%	-56%	78	77	0
Cn1c2c(c(=O)n(C)c1=O)C(c1ccccc1Cl)CC(=O)N2 (configuration not stated)	-8	162	8	162	5%	13%	nt	nt	nt
CCCCNC(c1ccccc1)c1ccncc1 (configuration not stated)	4	167	-4	167	-2%	6%	86	94	8
CN(C)C(=O)CN(c1ccc2c(c1)OCO2)S(C)(=O)=O	9	62	-9	62	2%	-12%	90	78	-12
COc1ccc(OCC(=O)N2CCN(C(=O)COc3ccc(Br)cc3)CC2)cc1	0	171	0	171	-7%	-20%	27	28	1
O=C(COC(=O)c1ccco1)NCC1CCCO1 (configuration not stated)	9	134	-9	134	2%	5%	95	98	3
CCCCOC(=O)C(C#N)c1nc2ccccc2nc1N1CCN(Cc2ccc3c(c2)OCO3)CC1 (configuration not stated)	7	98	-7	98	9%	-1%	79	85	6
CCCCc1ccc(-c2csc(/C(C#N)=C\c3ccc(C)o3)n2)cc1	-2	127	2	127	-174%	5%	nt	nt	nt
O=C(NCc1cccnc1)C1CCCN(S(=O)(=O)c2ccc(Cl)cc2)C1 (configuration not stated)	10	112	-10	112	-8%	-39%	83	95	12

Continued.
SMILES	IL1B NFkB pot	IL1B NFkB pot cell count 2 µM	IL1B NFkB inh	IL1B NFkB inh cell count 2 µM	Bcl-B displacement	PLAP inhibition	MRP resist rev with doxorubicin	MRP resist rev cytotoxicity	MRP resist rev
CCn1cc(C(=O)NCCCOC)c(=O)c2cc(S(=O)(=O)N(C)C)ccc21	10	57	-10	57	nt	nt	93	93	1
Cc1cc(C)cc(OCC(=O)Nc2cccc(-c3nc4ncccc4o3)c2)c1	32	175	-32	175	-6%	9%	76	82	5
CC(=O)N1CCN(c2ccc(NC(=O)C(C)Oc3ccc(Cl)cc3Cl)cc2)CC1 (configuration not stated)	2	59	-2	59	2%	-62%	66	80	14
Cc1cc(=O)[nH]c(SCC(=O)NCCc2ccccc2)n1	21	174	-21	174	11%	-8%	88	90	2
Cc1ccccc1OCC(=O)NN1Cc2ccccc2C1=N	17	157	-17	157	2%	0%	nt	nt	nt
COc1ccc(Nc2nnc(SCC(=O)N3CCCC3)s2)cc1	7	133	-7	133	4%	12%	92	93	1
O=C(NCN1CCCCC1)c1cccnc1	-1	162	1	162	-4%	-4%	97	92	-5
CC(C)COc1ccc(-c2nnn(CC(=O)N3CCCC3)n2)cc1	8	150	-8	150	1%	2%	88	99	11
COc1ccccc1NC(=O)CCc1nc(-c2cccs2)no1	17	53	-17	53	11%	16%	93	98	5
CN1c2ccccc2Oc2c(c(=O)n(C)c(=O)n2C)C1c1cccc([N+](=O)[O-])c1 (configuration not stated)	13	162	-13	162	19%	-2%	77	58	-18
Cc1cc(NC(=O)C2CC(c3ccc(Cl)cc3)=NO2)no1 (configuration not stated)	-9	174	9	174	-24%	2%	97	103	6
Cc1ccc(C)c(OCC(=O)N2CCOCC2)c1	-5	151	5	151	-2%	1%	88	106	18
Cc1ccc(-n2ncc3c(=O)n(CC(=O)NC4CCCC4)cnc32)cc1C	4	95	-4	95	-4%	12%	84	98	14
Cn1cnc2nc3n(c2c1=O)CCC3	17	55	-17	55	-2%	5%	97	94	-2
CCn1c(SCC(=O)Nc2ccccc2OC)nc2ccccc2c1=O	11	172	-11	172	-11%	23%	85	86	1
COCc1cc(C)nc(NCCc2ccccc2)c1C#N	6	146	-6	146	-4%	-11%	88	98	11
CC1CC(C)CN(CCCNC(=O)Cn2ncc3c(=O)oc4ccccc4c32)C1 (configuration not stated)	13	193	-13	193	5%	-25%	84	88	3
C/C(=C\C(=O)c1ccccc1)Nc1ccc(Cl)c(Br)c1	-13	139	13	139	nt	nt	nt	nt	nt
Cc1cccc(N2CCN(C(=O)CS(=O)(=O)Cc3nc(-c4ccccc4F)oc3C)CC2C)c1 (configuration not stated)	nt	nt	nt	nt	-7%	-45%	73	73	1
Cc1ccc(N(Cc2ccc([N+](=O)[O-])cc2)C(=O)c2ccco2)cc1	11	136	-11	136	3%	2%	nt	nt	nt
O=S(=O)(Nc1cccc2c1ccc1cccn12)c1cccs1	-1	167	2	167	-23%	5%	106	110	4
Cn1c(=O)n(C)c2cc(/C=N/n3cnnc3)ccc21	9	113	-9	113	1%	6%	75	95	20
O=C(CSc1ncnc2sc3c(c12)CCCC3)c1ccccc1	-7	90	7	90	nt	nt	84	89	6
CCCCC(=O)Nc1cccc(-c2cn3ccsc3n2)c1	-5	191	5	191	-10%	20%	nt	nt	nt
COc1ccc(OC)c(NC(=O)CSc2nc3cccnc3n2C)c1	10	169	-10	169	0%	19%	39	64	25
CC(c1ccccc1)C1C(C#N)=C(N)OC2=C1C(=O)CC(C)(C)C2 (configuration not stated)	1	200	-1	200	16%	-4%	36	42	6
COCCNC(=O)C(c1ccc(C)o1)N(Cc1ccco1)C(=O)c1snc(C(N)=O)c1N (configuration not stated)	-7	87	7	87	nt	nt	87	97	10
O=C(CN1C(=O)c2ccccc2C1=O)NCC1COc2ccccc2O1 (configuration not stated)	8	134	-8	134	-2%	24%	96	92	-4
Cc1ccc(S(=O)(=O)N2CCC(C(=O)N[C@H](C(=O)NCc3ccco3)C(C)C)CC2)cc1	26	134	-26	134	14%	-7%	95	123	28
Cc1ccc(S(=O)(=O)c2cc3c(=O)n4cccc(C)c4nc3n(Cc3ccco3)c2=N)cc1C	nt	nt	nt	nt	-119%	-56%	nt	nt	nt
C/C(=N\NC(N)=S)C12CC3CC(CC(C3)C1)C2	-21	112	21	112	-6%	26%	48	40	-8
COc1ccc(OC)c(S(=O)(=O)Nc2cnc3ccccc3c2)c1	-3	146	3	146	-11%	-8%	84	76	-8
COC(=O)c1cc(Br)c(=O)n(CC(C)C)c1	21	206	-21	206	1%	-7%	94	106	11
COc1ccc(N2CSC3=C(C#N)C(c4cc(OC)ccc4OC)CC(=O)N3C2)c(OC)c1 (configuration not stated)	5	56	-5	56	-26%	-45%	54	71	17
Cc1nc(NCCCN2CCOCC2)c2oc3ccccc3c2n1	-14	141	14	141	-1%	nt	89	94	5
Nc1c(-c2ccccc2)cnn1-c1cccc(C(F)(F)F)c1	12	142	-12	142	6%	-2%	nt	nt	nt
C/C=C/CSc1nc2c(c(=O)[nH]c(=O)n2C)n1Cc1ccc(C)cc1	20	99	-20	99	3%	-26%	39	18	-21
O=C(NCc1ccccc1)c1ccc2c(=O)n(CCCN3CCCC3=O)c(=S)[nH]c2c1	-7	133	7	133	-8%	-40%	56	71	15
Cc1onc(-c2ccccc2Cl)c1-c1nc(-c2ccccn2)no1	-6	79	6	79	-21%	-3%	114	82	-32
Cc1ccc(NC(=O)CCNS(=O)(=O)c2ccc3c(c2)oc(=O)n3C)c(C)c1	-3	149	2	149	1%	6%	85	92	7
